# High-throughput results deposited in PubChem by several laboratories.
# GC-B act: GC-B (human) receptor activation; activation, % at 10 µM; actives 0.11% (n = 370,000); HEK293-GC-B cells, CNP EC30, cGMP TR-FRET; 0% at EC30 CNP, 100% saturating CNP; P20594;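 active = activation at 10 µM reaching about 35% in either raw or pattern-adjusted values, limit read from the data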
# Target sequence (P20594 whole entry, looked up): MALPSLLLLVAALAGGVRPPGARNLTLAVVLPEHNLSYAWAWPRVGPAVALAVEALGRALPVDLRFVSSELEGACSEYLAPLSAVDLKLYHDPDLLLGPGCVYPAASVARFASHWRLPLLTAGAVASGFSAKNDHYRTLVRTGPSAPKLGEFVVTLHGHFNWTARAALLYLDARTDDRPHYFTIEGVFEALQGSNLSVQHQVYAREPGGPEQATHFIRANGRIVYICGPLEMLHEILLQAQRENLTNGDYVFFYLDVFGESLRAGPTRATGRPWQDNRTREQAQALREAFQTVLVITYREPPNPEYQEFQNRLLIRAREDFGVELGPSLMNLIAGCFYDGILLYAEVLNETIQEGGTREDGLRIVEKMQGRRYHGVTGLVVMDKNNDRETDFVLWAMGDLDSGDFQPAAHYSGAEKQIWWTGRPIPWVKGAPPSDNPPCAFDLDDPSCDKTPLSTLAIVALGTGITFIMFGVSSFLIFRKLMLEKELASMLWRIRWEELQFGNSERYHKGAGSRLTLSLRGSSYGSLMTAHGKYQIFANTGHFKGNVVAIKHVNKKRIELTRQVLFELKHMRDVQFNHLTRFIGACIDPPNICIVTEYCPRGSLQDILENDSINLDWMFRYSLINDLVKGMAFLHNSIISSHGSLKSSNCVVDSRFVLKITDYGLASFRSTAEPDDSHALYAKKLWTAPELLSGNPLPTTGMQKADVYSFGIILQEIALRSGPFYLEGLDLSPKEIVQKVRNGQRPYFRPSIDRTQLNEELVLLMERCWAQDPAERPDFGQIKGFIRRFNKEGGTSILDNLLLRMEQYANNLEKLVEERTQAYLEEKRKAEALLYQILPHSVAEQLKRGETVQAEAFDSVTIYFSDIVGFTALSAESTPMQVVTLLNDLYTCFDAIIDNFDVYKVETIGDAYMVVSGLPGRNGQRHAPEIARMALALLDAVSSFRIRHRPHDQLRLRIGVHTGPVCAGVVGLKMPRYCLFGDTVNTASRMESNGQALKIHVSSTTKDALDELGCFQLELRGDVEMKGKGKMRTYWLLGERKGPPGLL
# TCR-CD3 inh: blocks the human TCR-CD3 interaction | TAMRA-labeled TCR probe fluorescence, biochemical | inhibition, % at 9.4 µM | actives 0.37% (n = 360,000) | AID 651800; in the data active = inhibition above about 19%;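 also: recombinant mutant TCR 2C K166C tagged with TAMRA read by polarization; 0% = receptor in buffer alone and 100% = receptor with positive control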
# SIAE inh: human SIAE inhibition, primary screen. Q9HAT2. SIAE FP-Rh probe binding, fluorescence polarization. inhibition, % at 9.66 µM. actives 0.69% (n = 370,000). AID 1053197;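 active = inhibition above a cutoff: mean of compounds within the control limits plus 3 SD of those, cut at about 17% in these data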;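 also: 0% = plate median of compound wells and 100% = probe without SIAE protein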
# ABHD4 inh: ABHD4 (mouse) inhibition, primary FP screen; Q8VD66; purified mABHD4, FP-Rh probe fluorescence polarization; inhibition, % at 8.92 µM; actives 0.54% (n = 370,000); AID 720543;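 active = inhibition exceeding the mean over every tested compound plus 3 SD, cut at about 30% in these data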;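 also: 0% = plate median of compound wells and 100% = S159A mutant with DMSO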
#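 Assay system: Wild-type mouse ABHD4 protein | Medium: HEPES pH 7.0 buffer, 150 mM NaCl, 0.01% Pluronic F-127 | Incubation: Enzyme–compound pre-incubation 45 min, then probe 60 min, both 25 °C | Technique: Fluorescence polarization with parallel and perpendicular emission, 525/598 nm | Evaluation: % inhibition of FP-Rh probe binding versus controls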
# UHRF1 binding: blocks human UHRF1 binding to methylated DNA | UHRF1 binding to methylated oligo, TR-FRET | inhibition, % at 4.4 µM | actives 0.75% (n = 370,000) | AID 687016; in the data active = inhibition above about 21%;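 also: UHRF1 SRA domain binding a hemimethylated CpG hairpin DNA probe; 0% = median of test compound wells and 100% = reference inhibitor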
# PRMT1 FP inh: inhibitors of human PRMT1. actives 1.3% (n = 370,000). recombinant PRMT1, activity-based probe fluorescence polarization. inhibition, % at 2.79 µM;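 active = inhibition above about 21% made by adding two undisclosed values, limit read from the data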
# HTRA1 inh: HTRA1 (human) protease inhibition. inhibition, % at 5.96 µM. Q92743. AID 504803. recombinant HTRA1, FP-rhodamine activity-based probe, fluorescence polarization. actives 0.5% (n = 340,000); in the data active = inhibition above about 36%;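 also: 0% = enzyme with DMSO and 100% = wells lacking enzyme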
# rCAG RNA binder: binds r(CAG) RNA repeats. r(CAG) RNA repeat, TO-PRO-1 dye displacement fluorescence. actives 1.3% (n = 370,000). inhibition, % at 3 µM. AID 651821;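 active = inhibition above the plate cutoff, the mean of all test compounds on that plate plus 3 SD, cut at about 35% in these data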;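 also: 0% = DMSO alone and 100% = 100 µM mitoxantrone as full dye displacement; higher means more dye released from RNA so lower well fluorescence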
# GC-A act: GC-A (human) enzyme activation; P16066; actives 0.14% (n = 370,000); HEK293 GC-A cells, cGMP TR-FRET, EC30 ANP; 0% at EC30 ANP, 100% saturating ANP; activation, % at 10 µM; in the data active = activation above about 40%
# MBD2 inh: blocks human MBD2 binding to methylated DNA; AID 686964; inhibition, % at 4.4 µM; TR-FRET, MBD2 binding to methylated oligonucleotide; actives 0.31% (n = 370,000); Q9UBB5; in the data active = inhibition above about 13%
# * marks the source's active call; other numbers are inactive results; . = no result given. Only part of the results is shown; rates above refer to the full screens.
# Letters: A = GC-B act; B = TCR-CD3 inh; C = SIAE inh; D = ABHD4 inh; E = UHRF1 binding; F = PRMT1 FP inh; G = HTRA1 inh; H = rCAG RNA binder; I = GC-A act; J = MBD2 inh
Cc1ccc(-c2[nH]c3ccccc3c2SCCNC(=O)c2ccc(S(=O)(=O)N3CCOCC3)cc2)cc1
  A: -3; B: 1; C: 2; D: -20; E: 0; F: 1; G: -14; H: 14; I: -6; J: -2

Cc1cc(Br)cc(C)c1NC(=O)c1ccc(C#N)cc1F
  A: 2; B: -5; C: -4; D: 3; E: 1; F: 3; G: 0; H: -2; I: -2; J: -2

C=CCNC(=O)NC(=O)c1csc([N+](=O)[O-])c1
  A: -1; B: -5; C: 1; D: -2; E: -2; F: -4; G: 2; H: 6; I: 2; J: -3

O=C(NN1C(=O)NC2(CCCCC2)C1=O)c1cccs1
  A: 0; B: -4; C: 6; D: 5; E: 2; F: 2; G: -3; H: 1; I: 1; J: 5

O=c1cc(-c2ccccc2[N+](=O)[O-])oc2ccccc12
  A: -3; B: -1; C: 3; D: -2; E: 1; F: 3; G: 1; H: 0; I: -9; J: 4

O=C(Nc1nccs1)C1CCN(S(=O)(=O)c2c(Cl)cccc2Cl)CC1
  A: -1; B: -4; C: -3; D: -3; E: 3; F: 0; G: -10; H: 3; I: -2; J: 0

CCc1c(C(=O)N/N=C/c2ccco2)nnn1-c1nonc1N
  A: -1; B: 6; C: 7; D: 1; E: -2; F: -1; G: 8; H: 2; I: 4; J: 0

O=C(CN1C(=O)c2ccccc2C1=O)Nc1ccc(S(=O)(=O)NCC2CCCO2)cc1 (stereo not given)
  A: -1; B: 7; C: -2; D: -2; E: -4; F: 1; G: -6; H: -1; I: 3; J: 1

O=C1CCCN=C(Nc2ccc(F)c(Cl)c2)S1
  A: 2; B: 7; C: -4; D: 1; E: 2; F: -3; G: -6; H: 0; I: -4; J: 3

CCOC(=O)C1CCCN(CCC(=O)Nc2cc(OC)ccc2OC)C1 (stereo not given)
  A: 2; B: 10; C: 5; D: -3; E: -1; F: 3; G: 8; H: -8; I: 2; J: -2

COc1ccc(C2N(c3ccccc3)C(=S)N3CCCN23)cc1 (stereo not given)
  A: -6; B: 4; C: 9; D: -10; E: -3; F: 1; G: -2; H: -5; I: -9; J: -2

CC(C)c1ccc(NC(=O)COC(=O)C2=COCCO2)cc1
  A: -4; B: 6; C: -4; D: -1; E: -3; F: -1; G: 4; H: -4; I: -1; J: 1

COc1cc(OC)c(C2=NOC(C(=O)N3CCN(C(=O)c4ccco4)CC3)C2)cc1Cl (stereo not given)
  A: -3; B: 0; C: -3; D: 0; E: 1; F: -1; G: 2; H: -7; I: -5; J: 0

CCn1c(SCC(=O)NC2CCCC2)nnc1-c1c[nH]c2ccccc12
  A: -4; B: -1; C: -2; D: 2; E: -1; F: -2; G: -4; H: -2; I: 1; J: 6

CC1(C(=O)Nc2nccs2)CCN1C(=O)CC(c1ccccc1)c1ccccc1 (stereo not given)
  A: -13; B: 11; C: -6; D: -15; E: 4; F: 1; G: .; H: 0; I: -9; J: 5

COc1ccc(OCC(=O)Nc2nnc(-c3ccco3)s2)cc1
  A: -2; B: 3; C: 1; D: -11; E: 14; F: 22*; G: 2; H: 36*; I: -1; J: 0

COc1ccc(NC(=O)c2cccc(Cn3cc(Br)c([N+](=O)[O-])n3)c2)c(C)c1
  A: 6; B: 4; C: -7; D: -2; E: 2; F: 1; G: -5; H: -3; I: -1; J: -4

COc1ccccc1NC(=O)Nc1ccc(C)cn1
  A: -3; B: 4; C: -3; D: -1; E: -3; F: -2; G: -2; H: -4; I: 2; J: 3

CC1Cc2ccccc2N1C(=O)CSc1nnc2sc3ccccc3n12 (stereo not given)
  A: -2; B: -1; C: -3; D: -3; E: -2; F: 2; G: -5; H: -4; I: -4; J: -4

COc1cc(NC(=O)C/C(C)=N/NC(=O)c2ccccn2)c(OC)cc1Cl
  A: 0; B: 0; C: 5; D: -7; E: -3; F: 5; G: 15; H: 10; I: -8; J: -3

Cc1oc(-c2cc(F)ccc2F)nc1CN1CCN(c2cnccn2)CC1
  A: -2; B: 4; C: -3; D: 3; E: -1; F: -10; G: 3; H: -7; I: -2; J: 3

COc1cc(Cn2c3ccc(NC(=S)NCc4ccc(C)cc4)cc3c(=O)n2C)ccc1F
  A: 4; B: -8; C: 12; D: 11; E: -5; F: 9; G: .; H: 4; I: -1; J: -1

CC(=O)Nc1ccc(C(=O)CSc2nc3ccccc3n2CC(=O)N2CCCC2)cc1
  A: 2; B: -2; C: 5; D: -6; E: 0; F: 2; G: -3; H: -1; I: -1; J: 0

CC1CCN(CCOc2ccc(OCc3ccccc3)cc2)CC1
  A: 6; B: -11; C: 0; D: 11; E: 2; F: 2; G: -1; H: -11; I: 0; J: 4

Cc1cccc(NC(=O)CN2CCN(CC(=O)Nc3cccc(C)c3)CC2)c1
  A: 1; B: 6; C: -6; D: 2; E: 3; F: -1; G: -6; H: -5; I: 2; J: 1

# Ordered by molar mass (ascending): ten of the compounds above
# Letters: A = GC-B act; B = TCR-CD3 inh; C = SIAE inh; D = ABHD4 inh; E = UHRF1 binding; F = PRMT1 FP inh; G = HTRA1 inh; H = rCAG RNA binder; I = GC-A act; J = MBD2 inh
COc1ccccc1NC(=O)Nc1ccc(C)cn1
  A: -3; B: 4; C: -3; D: -1; E: -3; F: -2; G: -2; H: -4; I: 2; J: 3

O=c1cc(-c2ccccc2[N+](=O)[O-])oc2ccccc12
  A: -3; B: -1; C: 3; D: -2; E: 1; F: 3; G: 1; H: 0; I: -9; J: 4

O=C(NN1C(=O)NC2(CCCCC2)C1=O)c1cccs1
  A: 0; B: -4; C: 6; D: 5; E: 2; F: 2; G: -3; H: 1; I: 1; J: 5

CC(C)c1ccc(NC(=O)COC(=O)C2=COCCO2)cc1
  A: -4; B: 6; C: -4; D: -1; E: -3; F: -1; G: 4; H: -4; I: -1; J: 1

Cc1cc(Br)cc(C)c1NC(=O)c1ccc(C#N)cc1F
  A: 2; B: -5; C: -4; D: 3; E: 1; F: 3; G: 0; H: -2; I: -2; J: -2

Cc1oc(-c2cc(F)ccc2F)nc1CN1CCN(c2cnccn2)CC1
  A: -2; B: 4; C: -3; D: 3; E: -1; F: -10; G: 3; H: -7; I: -2; J: 3

CC1(C(=O)Nc2nccs2)CCN1C(=O)CC(c1ccccc1)c1ccccc1 (stereo not given)
  A: -13; B: 11; C: -6; D: -15; E: 4; F: 1; G: .; H: 0; I: -9; J: 5

O=C(Nc1nccs1)C1CCN(S(=O)(=O)c2c(Cl)cccc2Cl)CC1
  A: -1; B: -4; C: -3; D: -3; E: 3; F: 0; G: -10; H: 3; I: -2; J: 0

COc1ccc(NC(=O)c2cccc(Cn3cc(Br)c([N+](=O)[O-])n3)c2)c(C)c1
  A: 6; B: 4; C: -7; D: -2; E: 2; F: 1; G: -5; H: -3; I: -1; J: -4

Cc1ccc(-c2[nH]c3ccccc3c2SCCNC(=O)c2ccc(S(=O)(=O)N3CCOCC3)cc2)cc1
  A: -3; B: 1; C: 2; D: -20; E: 0; F: 1; G: -14; H: 14; I: -6; J: -2

# Later entries:
# Letters: A = GC-B act; B = TCR-CD3 inh; C = SIAE inh; D = ABHD4 inh; E = UHRF1 binding; F = PRMT1 FP inh; G = HTRA1 inh; H = rCAG RNA binder; I = GC-A act; J = MBD2 inh
O=C(NCCCN1CCOCC1)C(=O)N/N=C/c1ccc2c(c1)OCO2
  A: -2; B: 1; C: 0; D: 5; E: -1; F: -3; G: 0; H: 0; I: 3; J: 1

CCc1ccc(NC(=O)CSc2nnc(SCC(=O)Nc3ccc(CC)cc3)n2N)cc1
  A: -4; B: -2; C: -3; D: 0; E: -1; F: 1; G: -6; H: 4; I: -5; J: 0

COc1cccc(NC(=O)C2(C)CCN2CCc2ccccc2)c1 (stereo not given)
  A: -3; B: 2; C: -2; D: 1; E: -2; F: 2; G: .; H: -1; I: 1; J: -7

CCS(=O)(=O)N1N=C(c2cccc(NS(C)(=O)=O)c2)CC1c1ccccc1 (stereo not given)
  A: -1; B: -18; C: -22; D: -48; E: -4; F: 0; G: -84; H: 2; I: 0; J: 1

O=C(CSc1ccc(-c2ccccc2)nn1)Nc1ccc2c(c1)OCCO2
  A: -8; B: -7; C: -4; D: -3; E: 4; F: 0; G: -15; H: -2; I: 3; J: 1

CCOc1ccc(NC(=O)c2ccccc2NS(=O)(=O)c2ccc(F)cc2)c([N+](=O)[O-])c1
  A: 3; B: 6; C: -3; D: -7; E: -1; F: -3; G: -14; H: 72*; I: 1; J: -6

CCc1nnc(NC(=O)CSc2nnnn2-c2cccc(C(=O)OC)c2)s1
  A: 0; B: 1; C: -1; D: 4; E: 5; F: 2; G: 2; H: 7; I: 1; J: -4

CCOc1ccc(S(=O)(=O)Nc2ccccc2C(=O)Nc2ccccc2N2CCOCC2)cc1
  A: 0; B: 2; C: 0; D: 1; E: 3; F: -1; G: -9; H: 11; I: 1; J: -1

CCOC(=O)c1sc(Nc2nc(OC)cc(OC)n2)nc1C
  A: -1; B: -2; C: -6; D: -5; E: 3; F: 0; G: .; H: 12; I: 6; J: 8

Cc1ccc(NC(=O)N(CCCN2CCOCC2)Cc2cccs2)cc1C
  A: -7; B: -2; C: 5; D: -2; E: -3; F: -2; G: 0; H: -1; I: -3; J: 5

COc1ccc(CC(N)c2csc(Nc3cc(NCCCO)ncn3)n2)cc1 (stereo not given)
  A: -8; B: -1; C: -6; D: -1; E: -1; F: -3; G: .; H: 7; I: -8; J: -1

COC(=O)C(NC(=O)CN1C(=O)c2ccccc2C1=O)c1ccc(O)c(OC)c1 (stereo not given)
  A: 0; B: 4; C: 1; D: -2; E: -2; F: -3; G: 1; H: -2; I: 1; J: 4

O=C1Nc2ccccc2C1Cc1ccccn1 (stereo not given)
  A: 0; B: 0; C: 7; D: 0; E: 0; F: 0; G: 2; H: 1; I: 1; J: 1

COc1ccc(-c2nnc(SCC(=O)Nc3ccc(Cl)cc3)n2C)cc1
  A: -1; B: 1; C: 1; D: 0; E: -2; F: 0; G: 5; H: -1; I: -2; J: 2

Cc1ccc(-c2nn3c(C)nnc3s2)cc1NC(=O)c1ccco1
  A: 1; B: 9; C: -2; D: 5; E: -2; F: 0; G: -2; H: 6; I: -5; J: 2

CCOC(=O)Nc1c(C)n(C)n(-c2ccccc2)c1=O
  A: 1; B: -2; C: -6; D: -12; E: 1; F: 2; G: 7; H: 1; I: 4; J: 10

O=C(CSc1c2c(nc3ccc(Cl)cc13)CCCC2)NCCCN1CCOCC1
  A: -2; B: -3; C: 5; D: 1; E: -3; F: 0; G: -25; H: -8; I: -5; J: -4

CN1/C(=C\C(=S)NC(=O)c2cccc(Br)c2)C(C)(C)c2ccccc21
  A: -1; B: -12; C: -13; D: -73; E: -4; F: 3; G: -22; H: 6; I: -2; J: -1

COc1ccc(-n2nc3c(c2NC(=O)CC(C)C)CS(=O)C3)cc1 (stereo not given)
  A: 0; B: 12; C: -5; D: 3; E: 2; F: 2; G: 1; H: 2; I: 2; J: 1

Cc1cccc(N=N/C(=C\O)C(=O)c2ccc(Br)cc2)c1
  A: -5; B: 6; C: 5; D: -3; E: -1; F: 0; G: -51; H: 6; I: -5; J: -1

CSc1sc(C(=O)OC(C)C)c2c1C(=O)CC(C)(C)C2
  A: -5; B: -4; C: 2; D: -3; E: 2; F: -1; G: 3; H: -5; I: 3; J: 3

COc1cccc(CNC(=O)c2ccc(C3SCCS3)cc2)c1
  A: -8; B: -5; C: -17; D: -14; E: 2; F: 5; G: -22; H: 3; I: -3; J: 5

CCc1ccccc1NC(=O)c1cnccn1
  A: -1; B: -12; C: 0; D: 5; E: -2; F: 0; G: 12; H: 4; I: 2; J: -2
